Compound activity deposited in PubChem by several laboratories.
AddAB inh – growth inhibition of E. coli expressing H. pylori AddAB, primary screen, AddAB inhibitor project, absorbance; hit rate 0.29% among 330,000; AID 435030, 2010; inhibition, % at 11.9 µM; in the data active means inhibition above about 12%;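 further: 0% = vehicle wells of infected cells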
MITF TRPM1 HTS – activators of MITF-driven TRPM1 promoter reporter, primary screen, cell-based, SK-MEL-5, luciferase, single point; SK-MEL-5 TRPM1-promoter luciferase, 24 h; % of positive control, neutral wells = 0; activation, % at 12.5 µM; hit rate 0.75% among 300,000; AID 588334, 2011;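 active means mean activation of at least 80% with every replicate also reaching 80%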;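 further: 0% = neutral control wells and 100% = parthenolide positive control wells; values of inactives mirror those of a sister screen read the other way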
SR-BI uptake up – activators of SR-BI mediated DiI-HDL uptake, primary screen, ldlA[mSR-BI] CHO cells, DiI fluorescence; hit rate 0.096% among 320,000; activation, % at 12.5 µM; 3 h; 100 = double the neutral-control signal;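 active means mean replicate activation of at least 60% and every replicate at or above 60%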;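 further: 0% = median plate neutral-control signal and 100% = twice that signal; values of inactives mirror those of a sister screen read the other way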
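system = CHO ldlA[mSR-BI] cells, LDL receptor-null, SR-BI overexpressing | medium = Ham's F12 with 0.5% BSA, HEPES 25 mM, pH 7.4 | probe or stimulus = DiI-HDL 10 µg/mL | compound dosing = single-point compound dose | incubation = compound exposure 3 h, 37 °C | technique = DiI fluorescence, bottom read | read-out = cell-associated DiI fluorescence as measure of HDL uptake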
CAL PDZ FP-1 – untagged CAL PDZ binding inhibitors, primary screen, biochemical, fluorescence polarization, HTS. purified CAL PDZ, TMR-peptide fluorescence polarization, 1 h. inhibition, % at 24.9 µM. hit rate 0.92% among 300,000. AID 602252, 2012;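 active means mean inhibition of at least 30% with at least half of replicates also reaching 30%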;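 further: 0% = DMSO neutral control and 100% = excess unlabeled competitor peptide PRC23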
SR-BI HDL uptake – inhibitors of SR-BI mediated HDL lipid uptake, primary screen, ldlA[mSR-BI] cells, fluorescence, single point; inhibition, % at 12.5 µM; Scavenger receptor class B member 1 (Mus musculus), Q61009; hit rate 0.96% among 320,000; ldlA[mSR-BI] CHO cells, DiI-HDL uptake fluorescence, 3 h; AID 488896, 2010;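 active means mean replicate inhibition of at least 70% and a set share of replicates each scoring 70 or more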;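 further: 0% = median of neutral control wells and 100% = median of positive control wells; values of inactives mirror those of a sister screen read the other way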
Target sequence (Q61009 whole entry, looked up): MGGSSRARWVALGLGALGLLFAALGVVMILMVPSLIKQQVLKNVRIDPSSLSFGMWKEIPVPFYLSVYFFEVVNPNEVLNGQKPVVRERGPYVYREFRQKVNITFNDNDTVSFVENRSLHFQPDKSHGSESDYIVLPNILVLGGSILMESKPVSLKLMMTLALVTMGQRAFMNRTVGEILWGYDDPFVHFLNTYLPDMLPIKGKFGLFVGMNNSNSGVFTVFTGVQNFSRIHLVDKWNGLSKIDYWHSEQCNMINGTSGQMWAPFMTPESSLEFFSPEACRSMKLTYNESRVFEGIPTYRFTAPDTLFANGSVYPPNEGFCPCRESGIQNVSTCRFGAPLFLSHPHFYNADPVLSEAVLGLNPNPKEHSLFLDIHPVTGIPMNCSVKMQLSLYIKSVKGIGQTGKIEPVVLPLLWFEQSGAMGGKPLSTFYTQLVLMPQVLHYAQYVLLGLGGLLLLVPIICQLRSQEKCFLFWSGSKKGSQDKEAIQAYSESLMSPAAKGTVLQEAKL
CAL PDZ FP-2 – CAL PDZ peptide-binding inhibitors, primary screen, biochemical, fluorescence polarization, Cer-tagged CAL PDZ, HTS; Golgi-associated PDZ and coiled-coil motif-containing protein (Homo sapiens), Q9HD26; purified CAL PDZ, TMR-peptide fluorescence polarization, 1 h; inhibition, % at 20 µM; hit rate 0.02% among 330,000; AID 504414, 2011;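 active means highest replicate inhibition of at least 40%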;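 further: plate controls were DMSO neutral control wells for no effect and unlabeled competitor peptide control wells for full effect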
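Test system: purified CerCALP PDZ construct; Compound dosing: one concentration, 20 µM compound; Also added: TMR-labelled reporter peptide T*-PRC34 bound in PDZ groove; Read-out: inhibition from polarization loss; Controls: unlabelled peptide and DMSO controls; Signal: FP readout, S and P plane fluorescence; Incubation: 1 h at RT.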
E coli growth – E. coli V3065 growth inhibition, primary screen, counter-screen for AddAB inhibitor project, absorbance, OD600; 18 h; inhibition, % at 11.9 µM; hit rate 0.27% among 330,000; AID 449728, 2010;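 active means inhibition above the campaign's mean inhibition across all tested compounds plus 3 SD, cut at about 9.9% in these data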;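 further: uninfected addAB+ strain grown without phage in ampicillin broth; 0% = DMSO wells and 100% = ciprofloxacin 0.95 µg/ml wells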
phage Ecoli inh – growth loss of phage-infected E. coli, primary screen, RecBCD inhibitor project, absorbance, with phage, HTS; inhibition, % at 11.9 µM; hit rate 0.26% among 360,000; AID 651602, 2012; in the data active means inhibition above about 11%
Wnt act – Wnt/beta-catenin pathway activators, primary screen, cell-based, plate reader, single point; hit rate 1.2% among 300,000; activation, % at 9.35 µM; Wnt/beta-catenin reporter cell assay, activator; AID 743398, 2014; in the data active means activation above about 30%, passing the limit was not always enough;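 further: 0% = neutral control wells and 100% = positive control wells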
Tat export inh – E. coli Tat export inhibitors, primary screen, MC4100, TorA-mCherry reporter, fluorescence, single point | inhibition, % at 10 µM | hit rate 0.036% among 340,000 | AID 488895, 2010;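 active means mean replicate inhibition at least 50% and at least half of replicates individually reaching 50%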;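 further: exported cargo escapes ClpAP degradation while cytoplasmic cargo is degraded and loses fluorescence; 0% = median of neutral control wells and 100% = median of NaSCN control wells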
Active calls of the source: *; · = not tested or not shown.

no.	compound	AddAB inh	MITF TRPM1 HTS	SR-BI uptake up	CAL PDZ FP-1	SR-BI HDL uptake	CAL PDZ FP-2	E coli growth	phage Ecoli inh	Wnt act	Tat export inh
1	CCCCOc1ccc(C(=O)NN2CCN(C)CC2)cc1	-1.6	7	30	-5	-30	-0.8	0.2	1.1	-6	-2
2	Oc1ccc(C2=NNC(=NCc3ccc4c(c3)OCO4)SC2)c(O)c1	0.9	18	-17	8	17	-0.4	-0.9	0.1	·	3
3	CCCN(CC(=O)Nc1ccccc1C)C(=O)c1ccc(=O)n(Cc2ccccc2)n1	1.9	-3	-5	-1	5	3.6	-0.1	1.9	0	7
4	COc1cccc(C(CCc2cc(OC)c(OC)c(OC)c2)NC(C)=O)c1 (centres undefined)	·	14	-7	-6	7	-0.5	·	2.3	-2	5
5	COc1ccccc1OCCCCN1CCN(C(c2ccccc2)c2ccccc2)CC1	2.9	22	-12	-3	12	0.2	0.1	2.6	·	-2
6	CC1=C(OC(=O)C(C)(C)C)C(C)(C)C(c2ccccc2)OC1=O (centres undefined)	1.5	-3	3	-5	-3	-0.9	2.6	1.8	-2	-1
7	O=C(CCCc1nc(-c2ccc(Cl)cc2)no1)Nc1cccnc1	-0.3	·	3	-2	-3	-1.6	-1.2	3.4	-11	5
8	O=C(Nc1ccc(F)cc1Cl)C1=COCCO1	-1.7	36	4	11	-4	-2.9	-1.5	5.9	6	-5
9	COC(=O)c1ccccc1NC(=O)CSc1nncn1-c1cccnc1	4.1	-22	·	-5	·	-2.8	-4.4	-0.8	-1	1
10	O=C(NNC(=O)c1ccc2ccccc2c1O)c1cccs1	1.7	16	-106	-5	106*	-0.2	1.8	4.7	-1	-1
11	CC(C)C(=O)N1CCN(c2ccc([N+](=O)[O-])c(NC(C)c3ccccc3)c2)CC1 (centres undefined)	1.6	1	-41	4	41	-0.3	2.3	2.8	18	20
12	COc1ccc(S(=O)(=O)Nc2ccc(O)c(Sc3nc4ccccc4s3)c2)cc1	2.8	-4	37	40*	-37	-2.1	0.0	2.0	·	-2
13	O=C(NC1CC(=O)N(c2cccc(F)c2)C1)N1CCN(C(=O)c2ccco2)CC1 (centres undefined)	2.2	4	2	·	-2	-1.8	0.2	6.9	1	-9
14	COc1ccc(C2=NN(CN3C(=O)C(=O)c4ccccc43)C(c3ccc(C)cc3)C2)cc1 (centres undefined)	3.9	·	-58	-1	58	-2.0	-0.4	0.0	·	-2
15	COc1ccc(/C(O)=C2/C(=O)C(=O)N(c3ncccn3)C2c2ccc(OC)cc2)cc1 (centres undefined)	0.8	11	7	0	-7	-2.7	0.2	3.5	-7	2
16	CCOCc1nnc(NC(=O)C2c3ccccc3Oc3ccccc32)s1	3.6	3	24	-3	-24	0.0	-0.5	4.0	0	7
17	COc1ccccc1/C=C1/C(=O)ON=C1C	1.0	-12	-1	-2	1	-0.2	-0.8	0.6	0	-15
18	CCC(=NOCc1ccccc1)C(=O)NNS(=O)(=O)c1ccc(C)cc1	·	7	4	-4	-4	-0.4	·	-0.2	-2	0
19	COc1cc2c(cc1OC)C(c1ccc(SC)cc1)CC(=O)N2 (centres undefined)	1.8	4	-18	1	18	·	-2.8	0.2	0	2
20	Cc1ccc(CNc2ccc(N3CCN(C)CC3=O)cc2)cc1	0.6	7	24	-2	-24	0.3	-0.7	3.2	-1	-7
21	O=C(CSCc1ccc(Cl)cc1)Nc1ccc2c(c1)OCCO2	2.1	23	-14	-4	14	0.3	-0.6	1.0	·	7
22	CC1CCC(=NNc2ccc(C(F)(F)F)cc2[N+](=O)[O-])CC1 (centres undefined)	2.7	-6	-1	-1	1	-2.2	-0.8	2.7	-2	4
23	COc1ccc(NC(=O)CC23CC4CC(CC(Br)(C4)C2)C3)c(OC)c1	-1.5	-2	·	·	·	-1.0	-1.3	-1.1	0	-1
24	CCOc1ccc(NS(=O)(=O)c2c(C)nc3sc(CC)nn3c2=O)cc1	-2.6	·	25	-6	-25	-1.1	2.2	0.4	4	11
25	O=c1cc(C(F)(F)C(F)F)oc2ccccc12	0.2	-2	12	0	-12	-2.1	0.8	-0.8	-1	-6
26	O=C(Cn1[nH]c(=O)c2ccccc2c1=O)OCC(=O)c1ccc(Br)cc1	3.8	-2	9	-6	-9	-2.0	-0.3	3.7	-3	-5
27	COc1ccc(NC(=O)CCC(=O)c2cccs2)cc1Cl	-0.9	1	-6	-5	6	-0.8	-1.2	3.6	1	-7
28	Cc1cc2cc(CN(CC3CCCO3)C(=S)Nc3ccccc3)c(=O)[nH]c2cc1C (centres undefined)	2.0	-6	-18	-2	18	-2.6	-2.8	2.9	-16	11
29	COc1ccc(Cn2nnnc2C(CC(C)C)N2CCC(C(N)=O)CC2)cc1 (centres undefined)	4.4	-6	6	3	-6	-4.1	2.9	4.3	-3	11
30	N#CC(C#N)=C1c2cc(S(=O)(=O)NCCO)ccc2-c2ccc(S(=O)(=O)NCCO)cc21	1.1	-11	197*	13	-197	-1.5	0.2	3.2	-5	-9

Entries 29 through 30, reprinted for reference:
no.	compound	AddAB inh	MITF TRPM1 HTS	SR-BI uptake up	CAL PDZ FP-1	SR-BI HDL uptake	CAL PDZ FP-2	E coli growth	phage Ecoli inh	Wnt act	Tat export inh
29	COc1ccc(Cn2nnnc2C(CC(C)C)N2CCC(C(N)=O)CC2)cc1 (centres undefined)	4.4	-6	6	3	-6	-4.1	2.9	4.3	-3	11
30	N#CC(C#N)=C1c2cc(S(=O)(=O)NCCO)ccc2-c2ccc(S(=O)(=O)NCCO)cc21	1.1	-11	197*	13	-197	-1.5	0.2	3.2	-5	-9

Continued.
no.	compound	AddAB inh	MITF TRPM1 HTS	SR-BI uptake up	CAL PDZ FP-1	SR-BI HDL uptake	CAL PDZ FP-2	E coli growth	phage Ecoli inh	Wnt act	Tat export inh
31	C/C(=N\NC(=O)c1ccc(O)cc1O)c1cccnc1	·	1	-7	-1	7	-1.9	·	1.2	6	4
32	CCOc1ncccc1C(=O)NNC(=O)c1ccc(NS(=O)(=O)c2cccs2)cc1	-2.6	-12	-26	-5	26	-2.7	-2.3	0.7	2	-3
33	N#Cc1c(N)nc2c(c1N)CC(CCl)O2 (centres undefined)	1.2	8	33	0	-33	-0.4	0.9	3.1	·	-7
34	CC[C@@]12C(=O)N(c3cccc(F)c3)C(=O)N1[C@H](c1ccc(OC)cc1)[C@@H]1C(=O)N(C(C)(C)C)C(=O)[C@@H]12	3.4	1	14	-2	-14	-0.2	2.1	2.4	-1	-7
35	COc1ccc(N(CC(=O)NCCC2=CCCCC2)S(=O)(=O)c2ccccc2)cc1OC	2.1	-3	-15	-2	15	-4.6	-0.2	2.9	-2	6
36	Cc1cccc(NC(=O)Cn2nnc(C(=O)Nc3ccc(F)c(Cl)c3)c2N)c1	1.3	11	1	-4	-1	-0.8	-2.2	0.9	-1	2
37	Cc1ccc(NC2=NCC(=O)N2C2CCCC2)c(C)c1	1.4	·	30	·	-30	-0.4	-2.6	2.2	-1	-10
38	COc1c(O)cc(O)c2c(=O)cc(-c3ccccc3)oc12	2.5	76	17	-2	-17	0.3	1.0	1.1	1	-6
39	Cc1ccc(C(=O)OCCc2c(C)[nH]n(-c3ccccc3)c2=O)cc1	2.2	·	-16	-2	16	-0.7	1.3	1.7	1	-3
40	O=C(CCCn1c(=S)[nH]c2cc3c(cc2c1=O)OCO3)N1CCN(C2CCCCC2)CC1	1.3	·	7	-3	-7	-3.0	1.3	0.8	·	0
41	CCCN(CCC)C(=O)CSc1ncccc1C(=O)O	1.6	-2	-2	-2	2	0.4	1.1	2.3	-5	-7
42	CC(C)c1nnc(NC(=O)C2CCN(C(=O)Nc3ccc(Cl)cc3)CC2)s1	3.6	5	-61	0	61	-2.0	-0.9	4.1	1	0
43	C=CCNC(=O)c1ccccc1NC(=O)c1ccc(Cl)c(S(=O)(=O)Nc2cccc(C)c2C)c1	1.6	-3	-19	3	19	-0.5	-0.1	4.4	1	-4
44	O=C(CSc1nnc(SCC(=O)NCc2ccc3c(c2)OCO3)s1)NCc1ccc2c(c1)OCO2	·	·	14	-4	-14	0.4	·	-7.5	-4	2
45	CC(C)C(=O)Nc1oc(-c2ccccc2)cc1C#N	-0.2	23	-14	-6	14	-3.0	1.3	2.2	1	6
46	Fc1ccccc1Cn1c2[n+](c3ccc(C(F)(F)F)cc31)CCCCC2	1.0	1	8	-6	-8	-1.2	1.5	1.2	0	14
47	CC1=Nc2cc(C(=O)O)ccc2Sc2ccc(Br)cc21	-1.4	-14	·	·	·	-1.4	-1.5	0.7	-2	14
48	Oc1ccccc1/C=C/c1noc(-c2ccccc2O)n1	1.4	30	-13	-2	13	-2.2	1.6	3.3	10	3
49	N#Cc1ccccc1S(=O)(=O)c1ccccc1C(=O)Nc1ccccc1	2.6	3	17	-1	-17	-0.8	1.6	4.9	-11	-8
50	CN(C)CCNC(=O)C(=O)NCC1OCCCN1S(=O)(=O)c1cccs1 (centres undefined)	3.0	3	15	-1	-15	-2.2	-1.7	0.9	-5	-1
51	COc1ccc(C2=CC(=O)C[C@H](c3ccc(F)cc3)C2)cc1F	0.5	13	-31	-4	31	-1.3	0.4	2.2	-4	-2
52	O=C(Cn1cncn1)N/N=C/c1cccnc1	2.4	·	-11	·	11	-0.5	-1.4	4.1	2	6
53	Cc1c(C(=O)NCc2ccco2)sc2nc(-c3ccccc3)cn12	-1.8	·	-19	·	19	-4.4	4.3	0.1	19	-2
54	CS(=O)(=O)c1ccc(-c2nnc(NC(=O)c3cccc(N4C(=O)CCC4=O)c3)o2)cc1	0.0	-2	2	·	-2	0.6	-1.6	-1.3	-1	-8
55	COC(=O)COc1ccccc1C(N)=O	3.1	·	3	-4	-3	-0.5	0.6	2.0	·	-7
56	Cc1cccc(S(=O)(=O)CC(=O)Nc2nc(-c3ccccc3)cs2)c1	2.9	-4	18	0	-18	-1.0	3.4	-0.7	-4	-2
57	Cc1nc(C)c(-c2csc(NCc3ccccc3)n2)s1	-1.1	14	-20	-2	20	-1.2	0.0	1.0	-2	4
58	CCOC(=O)N1CCN(Cc2nc(Cc3cccc(F)c3)no2)CC1	1.3	-1	13	-4	-13	2.8	0.3	0.6	-2	10
59	Cc1nc(C(C)NC(=O)c2cc(COc3ccc(C)c(C)c3)on2)c(C)s1 (centres undefined)	-0.5	79	-3	-1	3	-2.8	-1.1	2.1	-1	-6
60	CC(=O)Nc1ccc(C2NC(=O)c3ccccc3O2)cc1 (centres undefined)	-0.4	8	-2	-4	2	-1.4	-1.6	-0.9	·	-5
61	CC(C)c1ccc(NC(=O)C(c2ccccc2)N(Cc2ccco2)C(=O)CC2NC(=O)NC2=O)cc1 (centres undefined)	1.4	-12	-15	-2	15	-0.3	1.1	2.2	-1	4
